Bioassay records (PubChem)
Bcl-B Bim block: inhibitors of Bim-Bcl-B binding, primary screen, biochemical, multiplexed, human Bcl-2 family; inhibition, % at 10 µM; 190,000 compounds, 0.073% hits; Bcl-2-like protein 10 (Homo sapiens), Q9HD36; AID 951, 2007; bead-based flow cytometry, Bim peptide-Bcl-B binding;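 note: 0% = tracer peptide without compound and 100% = reference inhibitor peptide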
Target sequence (Q9HD36 whole entry, looked up): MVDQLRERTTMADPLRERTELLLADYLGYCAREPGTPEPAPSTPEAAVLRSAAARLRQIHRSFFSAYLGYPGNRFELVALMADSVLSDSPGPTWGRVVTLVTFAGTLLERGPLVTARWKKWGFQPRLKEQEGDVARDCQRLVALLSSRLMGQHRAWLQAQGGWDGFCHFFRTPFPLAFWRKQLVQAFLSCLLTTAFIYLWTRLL
Bcl-XL Bim block: inhibitors of Bim-Bcl-XL binding, primary screen, biochemical, multiplexed, bead flow cytometry, human Bcl-XL; inhibition, % at 10 µM; 190,000 compounds, 0.04% hits; Bim peptide-Bcl-XL binding, fluorescence
Target sequence (Q07817 whole entry, looked up): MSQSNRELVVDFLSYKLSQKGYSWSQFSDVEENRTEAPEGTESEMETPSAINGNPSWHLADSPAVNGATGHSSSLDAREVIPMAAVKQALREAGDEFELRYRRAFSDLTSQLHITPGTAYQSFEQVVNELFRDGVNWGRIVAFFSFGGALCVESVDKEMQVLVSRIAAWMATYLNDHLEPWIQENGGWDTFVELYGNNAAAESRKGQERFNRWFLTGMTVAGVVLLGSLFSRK
ABCG2 inh: ABCG2 efflux pump inhibitors, primary screen, multiplex with ABCB1, IgMXP3 cells, flow cytometry. inhibition, % at 6.6 µM. 190,000 compounds, 0.1% hits. JC-1 efflux;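 active = inhibition above 80%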;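 note: 0% = DMSO and 100% = nicardipine control wells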
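System: two drug-resistant human cell lines, ABCG2 and ABCB1; controls: nicardipine high and DMSO low controls; times: 10 min exposure at 25 °C with rotation, no wash; detection: flow cytometry of retained JC-1 fluorescence; read-out basis: percent efflux inhibition, scaled nicardipine 100% to DMSO 0%; doses: one concentration, 6.6 µM final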
ABCB1 block: ABCB1 efflux pump inhibitors, primary screen, cell-based, multiplex, flow cytometry, ABCG2 counter-screen. ATP-dependent translocase ABCB1 (Homo sapiens), P08183. inhibition, % at 6.6 µM. 190,000 compounds, 0.067% hits. CCRF-Adr cells, JC-1 efflux. AID 1326, 2008; in the data active = inhibition above about 40%;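 note: 0% = vehicle and 100% = reference inhibitor; higher value means more JC-1 retained so stronger ABCB1 efflux block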
Bfl-1 Bim block: inhibitors of Bim binding to Bfl-1, primary screen, biochemical, multiplexed, bead-based flow cytometry; Bim-Bfl-1 binding inhibition; inhibition, % at 10 µM; 190,000 compounds, 0.12% hits; AID 1008, 2008;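 note: 0% = wells without compound plus tracer and 100% = blocker peptide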
GSH fluor: compound fluorescence on glutathione beads, profiling panel, artefact control, biophysical, 488/530 nm, flow cytometry. GSH beads flow cytometry, compound fluorescence 488/530 nm; stronger effect = higher value. fluorescence (KMESF) at 10 µM. 190,000 compounds, 0.25% hits; in the data active = fluorescence above about 89;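 note: glutathione beads carrying GST-tagged Bcl family fusion proteins plus one bare bead set; values are compound well signal with DMSO vehicle wells as background; inactives centre near 16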
Bcl-W Bim block: inhibitors of Bim binding to Bcl-W, primary screen, biochemical, multiplexed, bead-based flow cytometry. Bim peptide-Bcl-W binding. 190,000 compounds, 0.02% hits. AID 952, 2007. inhibition, % at 10 µM;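 note: 0% = bound tracer without compound and 100% = peptide blocker; higher means less fluorescent Bim peptide bound to Bcl-W beads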
RGS4-Gao reg: modulators of RGS4 binding to Galphao, primary screen, biochemical, multiplexed bead flow cytometry | Guanine nucleotide-binding protein G(o) subunit alpha (Homo sapiens), P09471 | actives lie on both sides | binding response (% of control), % at 10 µM | 220,000 compounds, 0.33% hits; in the data active = binding response below about 49% or above about 150%; inactive = in between;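 note: fluorescent Galphao activated with aluminum fluoride binding bead-coupled RGS4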
Target sequence (P09471 whole entry, looked up): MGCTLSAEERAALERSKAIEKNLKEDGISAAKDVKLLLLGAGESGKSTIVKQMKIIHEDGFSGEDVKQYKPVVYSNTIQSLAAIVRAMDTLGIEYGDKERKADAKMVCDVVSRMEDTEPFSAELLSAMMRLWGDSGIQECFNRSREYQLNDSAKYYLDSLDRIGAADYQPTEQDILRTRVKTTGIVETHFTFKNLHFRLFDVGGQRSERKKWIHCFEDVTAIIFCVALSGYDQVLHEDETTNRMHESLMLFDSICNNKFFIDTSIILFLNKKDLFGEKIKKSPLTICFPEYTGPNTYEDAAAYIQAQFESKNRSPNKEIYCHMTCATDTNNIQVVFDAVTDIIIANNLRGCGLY
Avidin bead fluor: green autofluorescence of compounds with avidin beads – biophysical, 488/530 nm, flow cytometry, artefact control, profiling panel; fluorescence (KMESF) at 10 µM; 220,000 compounds, 0.38% hits; AID 1775, 2009; compound fluorescence 488/530 nm; stronger effect = higher value; in the data active = fluorescence above about 47; note: inactives centre near 10
Bcl-2 Bim block: inhibitors of Bim-Bcl-2 binding, primary screen, biochemical, multiplexed, human Bcl-2 family; Apoptosis regulator Bcl-2 (Homo sapiens), P10415; Bead-based flow cytometry, Bim peptide-Bcl-2 binding; inhibition, % at 10 µM; 190,000 compounds, 0.06% hits; in the data active = inhibition above about 40%; inconclusive = no clear call, values can overlap the other calls;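 note: 0% = no compound wells with probe peptide and 100% = reference peptide inhibitor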
Target sequence (P10415 whole entry, looked up): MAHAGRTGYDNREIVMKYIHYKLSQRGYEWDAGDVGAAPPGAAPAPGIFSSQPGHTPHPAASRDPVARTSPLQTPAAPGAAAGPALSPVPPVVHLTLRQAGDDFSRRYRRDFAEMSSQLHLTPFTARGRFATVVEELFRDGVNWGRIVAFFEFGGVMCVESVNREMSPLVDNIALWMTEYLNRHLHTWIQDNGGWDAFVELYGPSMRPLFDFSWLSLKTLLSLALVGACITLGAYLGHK
RGS7-Gao reg: RGS7-Galphao binding modulators, primary screen, biochemical, multiplexed bead flow cytometry; Guanine nucleotide-binding protein G(o) subunit alpha (Homo sapiens), P09471; 220,000 compounds, 0.35% hits; actives lie on both sides; binding response (% of control), % at 10 µM; in the data active = binding response below about 49% or above about 150%; inconclusive = no clear call, values can overlap the other calls; inactive = in between;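 note: fluorescent Galphao held in activated GDP-AlF4 state binding bead-coupled RGS7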
The depositor's hits bear a star; ? = inconclusive; . = not tested or not shown. Cut-off read from the data, not from the text of the source, unless noted: active = inhibition above about 40%.

SMILES	Bcl-B Bim block	Bcl-XL Bim block	ABCG2 inh	ABCB1 block	Bfl-1 Bim block	GSH fluor	Bcl-W Bim block	RGS4-Gao reg	Avidin bead fluor	Bcl-2 Bim block	RGS7-Gao reg
COc1cccc(CN(C(=O)c2cc3ccccc3oc2=O)C2CC2)c1	2	-3	8	1.0	-1	14	1	86	4	3	90
CCOC(=O)N1CCN(S(=O)(=O)c2cc([N+](=O)[O-])ccc2C)CC1	-6	-4	0	0.9	-8	16	-2	100	11	-6	?
CCN(CC)C(=O)COc1cc(C)c(Cl)c(C)c1	0	-2	6	1.8	-3	18	0	94	20	-23	96
CCC(C)NC(=O)CS(=O)Cc1nc(-c2ccccc2C)oc1C (stereo unspecified)	-7	-3	0	-0.2	-8	23	0	105	7	-4	102
O=C(Cc1ccc(-n2cccc2)cc1)N1CCN(c2ccccc2F)CC1	-6	-7	17	1.8	-17	20	0	99	32	-8	99
CN(C)CC(C)(C)CNS(=O)(=O)c1cccc2nsnc12	-4	-1	0	-0.2	-2	20	-3	101	4	-2	102
O=C(NC12CC3CC(CC(C3)C1)C2)N1CCCC(CO)C1 (stereo unspecified)	-6	-2	0	0.2	-11	17	1	101	10	-13	100
CCOc1ccc(N/C(C)=C\C(=O)c2ccc3c(c2)OCCO3)cc1	-1	-5	-2	-0.6	-3	10	-2	106	12	3	113
CC(=O)NC(C)C(=O)OCC(=O)Nc1ccc(Br)cc1 (stereo unspecified)	-4	0	6	0.2	-6	55	-4	99	7	-2	94
Cc1ccc(Nc2n[nH]c(C)c2[N+](=O)[O-])c(C)c1	-3	-2	0	0.1	0	10	0	109	4	0	108
CCSC1=NCCN1C(=O)C(C)(C)Oc1ccc(Cl)cc1	-4	-4	2	0.4	-2	22	0	99	10	0	96
COC(=O)c1ccc2c(c1)C(C)(C)C(/C=C/c1ccccc1O)=[N+]2C	0	-1	4	0.1	7	49	-1	96	6	6	97
O=C(CNc1ccc(Cl)cc1)NNC(=S)NCc1ccccc1	-22	2	1	0.4	6	8	4	93	9	2	99
CCC(Sc1nc(-c2ccccc2)c(C#N)c(=O)[nH]1)C(=O)Nc1cc(C)on1 (stereo unspecified)	-1	-11	0	0.1	-10	12	-4	102	24	-5	104
Cc1cc(C)cc(N(CC(=O)NCC2CCCO2)S(=O)(=O)c2c(C)noc2C)c1 (stereo unspecified)	-9	-1	1	0.7	-9	28	0	103	7	-9	98
Cc1ccc(-n2c3c(cc(C(=O)NC4CCSC4=O)c2=O)C(=O)CCC3)cc1 (stereo unspecified)	0	-1	1	0.1	1	14	2	99	35	1	96
COc1ccc(OC)c(C2CC(=O)N3CN(c4ccccc4F)CSC3=C2C#N)c1 (stereo unspecified)	-29	-5	-1	-0.3	6	24	-2	99	5	-7	107
Nc1nonc1C(=O)N1CCCC1	0	0	0	-0.1	-3	28	1	99	9	-3	?
CC1(c2ccc3noc(-c4ccc(F)cc4)c3c2)OCCO1	-2	-1	4	-0.1	-3	11	2	100	32	0	101
Cc1ccc(/C=C2\Sc3ccccc3C2=O)s1	-11	-2	0	0.1	-9	8	2	96	10	-5	97
O=C(Nc1ccccc1)c1cc2c(=O)c3ccccc3oc2nc1C(F)(F)F	-4	2	2	0.2	-3	23	1	107	35	-1	104
Cc1cc(C(=O)N2CCN(c3ccccc3)CC2)c(C)o1	0	1	-3	-6.6	4	29	-2	98	9	0	102
CSc1ccccc1NC(=O)C1CC(c2ccccc2O)=NO1 (stereo unspecified)	-11	-4	1	0.6	7	14	-2	102	15	1	112
CCOC(=O)CCCNC(=O)COC(=O)c1cccc(F)c1	-2	0	-1	-0.3	-3	11	0	102	11	-1	103
CN(C)S(=O)(=O)c1ccc(C(=O)NNc2nc(-c3ccccc3)c3cc(Br)ccc3n2)cc1	6	15	-11	-3.5	2	5	9	101	5	7	103
Carrying on.
SMILES	Bcl-B Bim block	Bcl-XL Bim block	ABCG2 inh	ABCB1 block	Bfl-1 Bim block	GSH fluor	Bcl-W Bim block	RGS4-Gao reg	Avidin bead fluor	Bcl-2 Bim block	RGS7-Gao reg
O=C(CSc1nnc2ccc(-c3ccccn3)nn12)NCC1CCCO1 (stereo unspecified)	-1	-5	-2	-0.3	-2	13	0	98	10	-1	97
COC(=O)C1=C(C)NC(C)=C(C(=O)OC(C)C)C1c1cccc2nonc12 (stereo unspecified)	-6	-1	.	.	0	71	0	102	8	-3	101
O=C(O)CNCC1COc2ccccc2O1 (stereo unspecified)	1	0	2	0.6	-9	50	1	101	8	0	99
O=P1(O)C=C(c2ccccc2)NC(c2ccccc2)=C1	-6	0	10	1.3	-5	11	4	98	13	-1	91
C/C(=N\NC(=O)CN1CCN(Cc2ccc(C)cc2)CC1)c1ccncc1	-9	-8	2	0.1	-15	19	-5	97	15	-8	99
COc1ccc(S(=O)(=O)n2[nH]c(=O)c(CCO)c2C)c([N+](=O)[O-])c1	-4	-2	16	1.1	-1	12	-2	99	10	0	102
CC(C)(C)c1ccc(/C=N/n2cnnc2)cc1	5	1	8	0.4	5	14	2	103	13	3	?
CCCn1nc(Oc2nc(SC)nc(N(C)C)n2)ccc1=O	-3	-4	26	1.8	-5	27	-2	99	35	-13	97
CC(C)(C)SCCNS(=O)(=O)c1ccc2ccccc2c1	-5	-12	3	1.3	-4	31	-3	101	9	-6	99
Cn1c(=O)[nH]c(=O)c2c1nc(Br)n2CC(O)COCc1ccccc1 (stereo unspecified)	-5	0	4	0.8	-5	15	3	98	15	-3	96
C=CCN(CC=C)Cc1c(C)[nH]c2ccc(C(=O)OCC)cc2c1=O	13	3	-2	-2.8	-2	18	5	99	28	1	102
CCC(CC)c1nnc(NC(=O)c2cc([N+](=O)[O-])ccc2N2CCCCC2)s1	-3	-7	14	2.2	-9	13	-2	103	11	-2	99
CCOC(=O)N1CCN(CC(=O)Nc2ccc(Oc3ccccc3)cc2)CC1	-2	-2	1	0.3	-6	11	0	99	8	-4	101
Clc1cccc(Cl)c1CNc1ccc(N2CCCC2)cc1	2	4	2	0.4	59*	12	25	105	8	21	102
CC(C)c1cc(C(=O)N/N=C/c2cccnc2)cs1	-1	-1	3	0.7	-1	7	-2	103	2	1	102
COCCN(C(=O)CCC(=O)Nc1nccs1)C(C(=O)NC(C)(C)C)c1ccc(Cl)cc1 (stereo unspecified)	0	2	11	5.9	-6	15	0	105	8	0	105
Cc1cc(OCCCn2ccnc2)cc(C(C)C)c1	-5	-2	6	0.6	-5	20	-1	99	10	1	105
O=C(CCC(=O)c1ccc(Br)cc1)Nc1cccnc1	-5	1	1	0.1	-6	17	-1	111	12	-2	103
CCN(CC)CC(=O)N(CC(=O)Nc1c(C)cc(C)cc1C)C1CCCCC1	-6	-12	13	1.4	-20	18	-5	101	30	-8	102
CCOC(=O)Cc1cnc(NC(=O)CSc2nc(N)cc(=O)[nH]2)s1	0	0	11	1.7	5	12	1	100	9	4	?
O=C(Cc1cccs1)OCC(=O)c1ccco1	-2	-1	0	0.1	-9	6	0	91	6	-1	109
OC(COc1ccc(Cl)cc1)CN1C2=NCCCN2c2ccccc21 (stereo unspecified)	-5	0	0	0.4	-2	21	1	103	17	-4	103
CC1(C)CC(C)(O)N(Cc2ccccc2)C(=S)N1 (stereo unspecified)	-13	-7	7	0.5	-12	17	-3	102	17	-5	102
Cc1ccc(C(=O)N/C(=C\c2sccc2C)C(=O)NCc2ccncc2)cc1	-9	-5	0	-0.1	0	10	-6	99	6	-5	98
O=[N+]([O-])c1ccc(N2CCN(S(=O)(=O)c3ccccc3)CC2)cc1NCCN1CCOCC1	-5	-9	40	5.7	-14	36	-12	108	8	-16	106

Shown field by field: part of the list above
> O=P1(O)C=C(c2ccccc2)NC(c2ccccc2)=C1
  Bcl-B Bim block = -6; Bcl-XL Bim block = 0; ABCG2 inh = 10; ABCB1 block = 1.3; Bfl-1 Bim block = -5; GSH fluor = 11; Bcl-W Bim block = 4; RGS4-Gao reg = 98; Avidin bead fluor = 13; Bcl-2 Bim block = -1; RGS7-Gao reg = 91

> O=[N+]([O-])c1ccc(N2CCN(S(=O)(=O)c3ccccc3)CC2)cc1NCCN1CCOCC1
  Bcl-B Bim block = -5; Bcl-XL Bim block = -9; ABCG2 inh = 40; ABCB1 block = 5.7; Bfl-1 Bim block = -14; GSH fluor = 36; Bcl-W Bim block = -12; RGS4-Gao reg = 108; Avidin bead fluor = 8; Bcl-2 Bim block = -16; RGS7-Gao reg = 106

> Cc1ccc(-n2c3c(cc(C(=O)NC4CCSC4=O)c2=O)C(=O)CCC3)cc1 (stereo unspecified)
  Bcl-B Bim block = 0; Bcl-XL Bim block = -1; ABCG2 inh = 1; ABCB1 block = 0.1; Bfl-1 Bim block = 1; GSH fluor = 14; Bcl-W Bim block = 2; RGS4-Gao reg = 99; Avidin bead fluor = 35; Bcl-2 Bim block = 1; RGS7-Gao reg = 96

More compounds follow:
SMILES	Bcl-B Bim block	Bcl-XL Bim block	ABCG2 inh	ABCB1 block	Bfl-1 Bim block	GSH fluor	Bcl-W Bim block	RGS4-Gao reg	Avidin bead fluor	Bcl-2 Bim block	RGS7-Gao reg
COc1ccc(C(=O)C2CCCN(C(=O)c3cccnc3OC)C2)c(C)c1 (stereo unspecified)	-5	0	1	1.0	-5	15	-2	103	7	0	91
Cc1ccc2[nH]c(SCC(=O)N3CCOCC3)nc2c1C	-10	1	6	1.1	-11	40	0	101	8	-10	103
O=C(CSc1nnc(Cc2ccccc2)o1)Nc1ccc2c(c1)OCO2	-4	-2	9	1.6	-1	22	0	102	14	-2	104
NC(=O)c1cc2cc(Cl)ccc2oc1=O	-1	0	2	0.0	-5	55	-5	104	8	-1	101
Cc1ccc(-n2c(CNc3ccc(C)c(Cl)c3)n[nH]c2=S)cc1	-20	-9	0	-0.1	-2	14	-6	102	10	-2	103
CCc1cccc2c(C(=O)CSc3nncn3-c3ccccc3OC)c[nH]c12	5	11	4	-0.2	14	15	19	96	12	8	102
COc1ccc(C2NC(=O)NC(C)=C2C(=O)OCc2ccc3c(c2)OCO3)cc1OC (stereo unspecified)	-13	-4	1	-0.4	-6	55	-3	101	4	1	101
Cc1[nH]n(-c2ccccc2)c(=O)c1/C=C1/C=c2ccccc2=N1	0	-1	10	-0.1	-2	9	2	101	13	0	102
COc1ccc(NC(=O)Cc2c(Cl)cccc2Cl)cn1	-6	-4	2	0.2	-6	12	-3	99	8	-7	100
COc1cccc(-n2ccnc2SCC(=O)NCc2ccccc2)c1	-3	-2	3	0.8	-3	12	0	99	24	0	101
Cc1cc(Nc2ccc(C(=O)O)cc2)n2nc(C)nc2n1	-7	-4	1	0.1	-10	24	0	102	6	-11	98
CCOc1ccc(S(=O)(=O)NC2CC2)cc1C(N)=O	-3	-1	19	0.6	-5	27	-2	103	9	-3	107
O=C(CN1CCN(c2ccccn2)CC1)NC1CCCCC1	-9	-9	2	-0.2	-15	27	-3	98	13	-11	96
